# GPR35 antagonists: GPR35 antagonists blocking zaprinast-driven arrestin recruitment, primary screen, imaging, U2OS, beta-arrestin-GFP, zaprinast agonist (AID 2058). U2OS GPR35 beta-arrestin-GFP translocation imaging, zaprinast antagonism; higher % means a stronger effect. inhibition, % at 10 µM, or IC50 in µM where a hit was titrated. actives 0.052% (n = 290,000);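 active means inhibition of at least 50% with at least 30 cells and total cytoplasm GFP at most 10,000,000; inconclusive means under 30 cells or total GFP of 10,000,000 plus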
# KOR beta-arrestin-1: KOR agonists, beta-arrestin recruitment, primary screen, cell-based, luminescence, uHTS (AID 1777) | KOR beta-arrestin recruitment, luminescence; higher % means a stronger effect | activation, % at 10 µM; hits with a dose series show EC50 in µM | actives 0.02% (n = 280,000); in the data active means activation above about 50%, passing the limit was not always enough; further: a part of the inactive calls stands beside numbers as strong as those of hits
# GPR55 beta-arrestin: GPR55 agonists via beta-arrestin recruitment, primary screen, imaging, U2OS cells, beta-arrestin-GFP redistribution (AID 1961). actives 0.048% (n = 290,000). U2OS GPR55 beta-arrestin-GFP redistribution imaging; higher % means a stronger effect. activation, % at 10 µM; hits with a dose series show EC50 in µM;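 active means activation above 40% with more than 50 cells counted in the well; inconclusive means wells holding fewer than 50 cells, flagged as toxic or sparse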;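 further: U2OS osteosarcoma cells stably expressing GPR55 and beta-arrestin-GFP; plate controls were DMSO negative control for no effect and LPI positive control for full effect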
# KOR beta-arrestin-2: kappa opioid receptor blockers – cell-based, luminescence, uHTS (AID 1778); KOR beta-arrestin recruitment, luminescence, antagonist mode; higher % means a stronger effect; inhibition, % at 10 µM; hits with a dose series show IC50 in µM; actives 0.091% (n = 290,000); in the data active means inhibition above about 50%; further: strong numbers were not always called active
# GPR55 LPI antagonism: inhibition of LPI-stimulated GPR55 beta-arrestin translocation – imaging, U2OS, beta-arrestin-GFP, LPI agonist, primary screen (AID 2013); U2OS GPR55 beta-arrestin-GFP translocation imaging, LPI antagonism; higher % means a stronger effect; inhibition, % at 10 µM; hits with a dose series show IC50 in µM; actives 0.13% (n = 290,000);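 active means spots per cell inhibited over 60%, with over 100 cells counted and total cytoplasm intensity under 500,000; inconclusive means wells with under 100 cells, flagged as likely toxic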;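 further: U2OS cells stably carrying GPR55 and arrestin-GFP stimulated by 5 µM LPI near EC80; imaged beta-arrestin-GFP aggregate spots per cell after agonist stimulation; plate controls were LPI-stimulated DMSO wells for no effect and DMSO wells without LPI for full effect; some results filed as inactive read as strong as hits; confirmed hits need IC50 under 10 µM and bright autofluorescent wells are also inconclusive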
# NOD1 NF-kB reporter: NOD1 signaling inhibitors, primary screen, cell-based, luminescence, uHTS (AID 1578); NOD1-driven NF-kB luciferase reporter cells, luminescence; higher % means a stronger effect; inhibition, % at 4 µM; hits with a dose series show EC50 in µM; actives 1% (n = 290,000); in the data active means inhibition mostly above about 36%, no sharp cut-off; inactive means mostly below about 34%;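 further: HEK-293T reporter cells stimulated with the NOD1 agonist gamma-tri-DAP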
# West Nile antiviral: West Nile virus antiviral activity, cell-based, CPE readout (AID 1621); West Nile virus-infected cells, CPE inhibition; higher % means a stronger effect; CPE inhibition, % at 10 µM; hits with a dose series show IC50 in µM; actives 0.02% (n = 290,000); in the data active means a potency from the dose series; inconclusive means CPE inhibition mostly from about 3.7% at the one dose, without a potency; inactive means the rest, 99 in 100 with CPE inhibition below about 2.2%; further: strong numbers were not always called active
# HIV fusion peptide: inhibitors of HIV fusion peptide binding, primary screen, biochemical, uHTS, fluorescence dequenching (AID 1986); actives 0.3% (n = 290,000); cell-free peptide binding, fluorescence dequenching, 30 min; higher % means a stronger effect; inhibition, % at 20 µM, or IC50 in µM where a hit was titrated; in the data active means inhibition mostly above about 52%, no sharp cut-off; inactive means mostly below about 76%; further: some results filed as inactive read as strong as hits
# Dengue-2 NS5 capping: flavivirus cap methylation enzyme inhibition – biochemical, confirmation dose response, primary screen (AID 588689) | Dengue-2 NS5 methyltransferase capping enzyme assay, biochemical; higher % means a stronger effect | inhibition, % at 25 µM, or IC50 in µM where a hit was titrated | actives 0.3% (n = 340,000); in the data active means a potency from the dose series; inconclusive means inhibition above about 29% without an active follow-up result
# Active calls of the source: *; ? = inconclusive; / = no result given; [ ] = remark or other dose. Not all compounds are listed; the hit share may differ from the screen's.
SMILES,GPR35 antagonists,KOR beta-arrestin-1,GPR55 beta-arrestin,KOR beta-arrestin-2,GPR55 LPI antagonism,NOD1 NF-kB reporter,West Nile antiviral,HIV fusion peptide,Dengue-2 NS5 capping
CC(C)N1OC2CC1c1nc3ccccc3n1C2 (stereo unspecified),-4%,7.5%,-0.2%,/,-8%,4%,0.8%,-2.2%,11%
COc1ccc(CNC(=O)/C=C/c2ccc3[nH]cc(CCN(C)C)c3c2)cc1,3%,-4.5%,-0.1%,6%,15%,3%,-0.1%,-0.8%,1%
CCc1c(-c2ccccc2)nc2ccccc2c1C(=O)N1CCC2(CC1)OCCO2,18%,4.0%,-0.1%,16%,8%,-10%,-0.1%,-2.4%,2%
CC(Cc1ccccc1)NC(=O)Cc1ccc(N(C)C)cc1 (stereo unspecified),-1%,-0.5%,0.2%,1%,2%,-12%,-0.6%,2.3%,1%
[N-]=[N+]=NCc1cn2cccnc2n1,-18%,6.3%,0.3%,-6%,6%,11%,-0.1%,0.6%,-1%
O=c1[nH]c(O)c(/C=C2\C=NN=C2c2ccccc2)c(=O)[nH]1,5%,-6.4%,0.3%,18%,-7%,7%,0.3%,1.4%,53µM*
CCOP(=O)(OCC)C(NC(=O)c1ccc(C)cc1)C(Cl)(Cl)Cl (stereo unspecified),-10%,4.3%,-0.2%,-34%,-1%,22%,0.7%,0.2%,-6%
O=[N+]([O-])c1cccnc1S(=O)(=O)c1ccccc1,2%,-3.7%,1.3%,14%,3%,12µM*,-2.3%,1.5%,-32%
CN(C)C(Cc1ccccc1)C(=O)c1cccs1 (stereo unspecified),2%,-2.9%,-0.4%,-4%,3%,-27%,-0.4%,0.9%,/
CNC(=O)c1cccn(Cc2cc(C(F)(F)F)cc(C(F)(F)F)c2)c1=O,-5%,0.8%,-0.4%,-6%,12%,11%,-2.0%,-0.5%,-1%
COc1ccc(C2=Nn3c([n+](C)c4ccccc43)SC2)cc1,6%,-1.1%,0.3%,-14%[20 µM],2%,11µM*,-1.6%,-1.0%,1%
CCc1ccc(N2C(=O)NC(=O)/C(=C/c3cccn3CCOc3ccc(C)cc3)C2=O)cc1,-2%,1.3%,-0.2%,22%,-4%,45%,-0.6%,74%,17%
CCC1(CCc2ccncc2)C(=O)NC(=O)NC1=O,1%,10%,0.0%,-12%,3%,3%,0.4%,3.1%,-8%
COc1ccc(-n2c(O)c(C(C)=NCCc3c[nH]c4ccccc34)c(=O)[nH]c2=O)cc1,-8%,3.5%,0.4%,2%,2%,7%,0.1%,0.4%,/
Cc1ccc(OCCSC2=NN2c2cc(C)nc(N)n2)cc1,-1%,0.0%,0.9%,-37%,-10%,-33%,-0.4%,-0.9%,-6%
NC(=O)Cn1cc(C=C2C(=O)NC(=O)NC2=O)c2ccccc21,8%,1.7%,0.2%,-11%,3%,-11%,0.0%,69µM*,?
Cc1ccccc1-n1c(O)c(/C=C2/C(c3ccccc3)=Nc3ccccc32)c(=O)[nH]c1=O,-6%,11%,-0.2%,-27%,83%*,6.4µM*,-1.6%,41%,29%
O=C(Oc1ccc([N+](=O)[O-])cc1)N1CCC(N2CCCCC2)CC1,-15%,2.0%,-0.1%,-20%,0%,-23%,-0.3%,0.6%,-4%
Cc1ccc(N(C)C(=O)Oc2cccc3cccnc23)cc1,7%,2.0%,-0.1%,18%,11%,/,-0.6%,0.2%,1%
CCN(CC)C(=O)c1ccc(NC(=O)c2ccc(-c3nn(C)c(=O)c4ccccc34)cc2)cc1,-15%,2.4%,0.7%,-14%,14%,-32%,-0.4%,0.2%,-5%
COc1cc(CC2(CCc3ccncc3)C(=O)N(C)C(=O)N(C)C2=O)cc(OC)c1OC,3%,/,0.0%,19%[20 µM],12%,-22%,0.6%,2.3%,/
COc1ccc2c(CCN)c[nH]c2c1,-4%,1.3%,0.3%,6%,4%,-22%,0.5%,1.1%,4%
CN1CCN(c2c(F)cc([N+](=O)[O-])c(N)c2Br)CC1,6%,2.4%,0.2%,-43%,-5%,-6%,-0.3%,0.2%,1%
CCOc1ccc(CC2(CCc3ccncc3)C(=O)NC(=O)NC2=O)cc1,4%,/,-0.1%,31%[20 µM],12%,-23%,-0.6%,0.3%,/
O=C(NC1CONC1=O)OCC(Cl)(Cl)Cl (stereo unspecified),-8%,2.6%,0.1%,-12%,6%,-25%,-0.4%,3.1%,-3%
CC1CCN(C(=O)C(C)Cl)CC1 (stereo unspecified),8%,6.6%,-0.2%,-24%,9%,-32%,0.0%,2.3%,-8%
CCCC(C)C1(CC)C(=O)NC(=Nc2ccc(F)cc2)NC1=O (stereo unspecified),-2%,0.0%,-0.3%,-20%,13%,-6%,0.1%,0.4%,-5%
COc1ccc(C(O)c2ccccc2OP(=O)(N(C)C)N(C)C)cc1 (stereo unspecified),-5%,0.3%,-0.4%,/,-6%,-28%,-1.1%,2.3%,1%
CN1CCc2c([nH]c3ccccc23)C1,14%,-4.5%,-0.2%,11%,6%,9%,0.1%,0.6%,0%
O=C(c1ccc2c(c1)ncn2-c1ccc(F)cc1F)N1CCC2(CC1)OCCO2,1%,-2.5%,0.0%,8%,-19%,-36%,-0.4%,3.3%,-1%
O=C(CCC(=O)N1CCOc2ccc(Cl)cc21)N1CCC2(CC1)OCCO2,-14%,4.6%,-0.4%,-72%,0%,8%,0.0%,1.8%,-2%
Fc1ccccc1CN1CCN(c2ccc(Cl)cc2)CC1,2%,-3.7%,0.0%,1%,8%,5%,-0.2%,0.4%,-5%
CCOc1ccc2[nH]c(=O)c(CN(CCO)C3(c4nnnn4C4CCCCC4)CCCCC3)cc2c1,6%,12%,-0.3%,-48%,3%,-28%,/,2.1%,3%
CC(=O)c1cccc(NS(=O)(=O)c2ccc(NC(=O)N3CCCCC3)cc2)c1,3%,-0.7%,-0.1%,5%,6%,3.3µM*,-0.6%,0.0%,-6%
Cc1ccc(CN2CCCN(Cc3ccc(C)cc3)S2(=O)=O)cc1,-17%,3.8%,-0.1%,-23%,-4%,-8%,0.1%,0.1%,-2%
O=C1Nc2cc(C(=O)N3CCC4(CC3)OCCO4)ccc2NC1CSCc1cccc(F)c1 (stereo unspecified),2%,11%,-0.1%,2%,-9%,-51%,0.7%,12%,/
CCN(CC)C(=O)c1ccc(NC(=O)CN2CCc3cc(OC)c(OC)cc3C2)cc1,-8%,-2.2%,0.4%,1%,-4%,-2%,-0.7%,-1.3%,4%
c1ccc2nc(OCCN3CC3)ccc2c1,-4%,1.4%,0.4%,-1%,9%,-16%,?,1.3%,/
CC(C)NCC(O)c1ccc(C2CCCC2)cc1 (stereo unspecified),2%,-2.0%,0.3%,-21%,15%,-31%,-0.1%,-1.2%,-3%
O=C(c1cccn2c(=O)c3cc(Br)ccc3nc12)N1CCC2(CC1)OCCO2,2%,-0.8%,0.5%,-32%,-3%,14%,-0.3%,-1.7%,-10%

# Not a retest: entries from further up.
SMILES,GPR35 antagonists,KOR beta-arrestin-1,GPR55 beta-arrestin,KOR beta-arrestin-2,GPR55 LPI antagonism,NOD1 NF-kB reporter,West Nile antiviral,HIV fusion peptide,Dengue-2 NS5 capping
CCOc1ccc2[nH]c(=O)c(CN(CCO)C3(c4nnnn4C4CCCCC4)CCCCC3)cc2c1,6%,12%,-0.3%,-48%,3%,-28%,/,2.1%,3%
CC(=O)c1cccc(NS(=O)(=O)c2ccc(NC(=O)N3CCCCC3)cc2)c1,3%,-0.7%,-0.1%,5%,6%,3.3µM*,-0.6%,0.0%,-6%
Cc1ccc(CN2CCCN(Cc3ccc(C)cc3)S2(=O)=O)cc1,-17%,3.8%,-0.1%,-23%,-4%,-8%,0.1%,0.1%,-2%
O=C1Nc2cc(C(=O)N3CCC4(CC3)OCCO4)ccc2NC1CSCc1cccc(F)c1 (stereo unspecified),2%,11%,-0.1%,2%,-9%,-51%,0.7%,12%,/
CCN(CC)C(=O)c1ccc(NC(=O)CN2CCc3cc(OC)c(OC)cc3C2)cc1,-8%,-2.2%,0.4%,1%,-4%,-2%,-0.7%,-1.3%,4%
c1ccc2nc(OCCN3CC3)ccc2c1,-4%,1.4%,0.4%,-1%,9%,-16%,?,1.3%,/
CC(C)NCC(O)c1ccc(C2CCCC2)cc1 (stereo unspecified),2%,-2.0%,0.3%,-21%,15%,-31%,-0.1%,-1.2%,-3%
O=C(c1cccn2c(=O)c3cc(Br)ccc3nc12)N1CCC2(CC1)OCCO2,2%,-0.8%,0.5%,-32%,-3%,14%,-0.3%,-1.7%,-10%

# (next part)
SMILES,GPR35 antagonists,KOR beta-arrestin-1,GPR55 beta-arrestin,KOR beta-arrestin-2,GPR55 LPI antagonism,NOD1 NF-kB reporter,West Nile antiviral,HIV fusion peptide,Dengue-2 NS5 capping
CCCCCCCC(=O)NC(Oc1ccccc1[N+](=O)[O-])C(Cl)(Cl)Cl (stereo unspecified),-15%,-0.9%,-0.1%,19%,-14%,-15%,-0.6%,-0.6%,-5%
N=C(N)c1c(O)n(C2CCCCC2)c(=O)n(C2CCCCC2)c1=O,-8%,0.6%,-0.2%,-21%,8%,19%,2.9%,3.4%,1%
O=C(C(=O)N1CCOCC1)c1cn(Cc2ccccc2Cl)c2ccccc12,8%,-6.9%,-0.1%,-22%,11%,-15%,-0.9%,-0.5%,6%
CN1/C(=C\C=Nc2ccccc2)C(C)(C)c2ccccc21,-8%,0.5%,-0.1%,9%,40%,-10%,?,0.8%,-6%
Cc1ccc(N2C(=O)/C(=C/N3CCN(C(=O)c4ccco4)CC3)C(=O)NC2=S)cc1C,0%,4.6%,-0.1%,-26%,24%,-29%,0.0%,15%,-20%
CC(=O)Nc1ccc2c(c1)CC1(C(=O)N(C)C(=O)N(C)C1=O)C1CCCN21 (stereo unspecified),8%,-0.7%,-0.2%,32%,-9%,1%,-0.2%,-0.6%,-7%
COc1cc(C(=O)OC2C[C@H]3CC[C@@H](C2)N3)ccc1O (stereo partly specified),-2%,-0.1%,-0.3%,-6%,-6%,-14%,-0.2%,-1.6%,1%
COCc1ccc(CN2CCCC(C(=O)c3sccc3C)C2)o1 (stereo unspecified),-12%,-0.4%,-0.1%,-21%,3%,-45%,-0.6%,-0.7%,/
CCN(CC)c1ccc(C=C2C(=O)N(C)C(=S)N(C)C2=O)o1,-1%,-3.6%,0.3%,-15%,4%,-26%,-0.5%,91%*,-18%
Cn1cc(C(=O)NC2CC2)c2ccccc21,14%,-2.8%,-0.1%,-26%,6%,-38%,0.1%,-0.7%,-4%
Fc1ccc(Cn2nnnc2CN2CCC(n3nnc4cc(C(F)(F)F)ccc43)CC2)cc1,11%,/,-1.9%,/,-4%,-7%,1.0%,2.5%,1%
CS(=O)(=O)NNP(=O)(NNS(C)(=O)=O)NC(=O)c1ccc(Br)cc1,1%,1.4%,0.5%,19%,1%,1%,0.3%,0.9%,-5%

# Bioassay records deposited in PubChem BioAssay by several laboratories.
